Source: PubChem (several laboratories)
HTR5A inv ctr = HTR5A inverse agonists in luminescence cell assay, primary screen, counter-screen for OPRM1-OPRD1 heterodimer inverse agonist project, full-deck HTS; HTR5A cell line, inverse agonism; hit rate 0.083% among 340,000; inhibition, % at 9.3 µM; 5-hydroxytryptamine receptor 5A (Homo sapiens), P47898; in the data active = inhibition mostly above about 23%, no sharp cut-off; inactive = mostly below about 18%;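 note: 0% = cells with DMSO and 100% = no-cell wells with DMSO; some compounds called inactive have numbers as strong as hits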
CDK5 inh = inhibitors of human CDK5/p35 kinase, primary screen, biochemical, single concentration; Recombinant CDK5/p35, ADP-Glo luminescence, 60 min; hit rate 0.01% among 330,000; Cyclin-dependent kinase 5 (Homo sapiens) + Cyclin-dependent kinase 5 activator 1 (Homo …; inhibition, % at 10 µM;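 active = highest replicate inhibition of at least 50% and at least 75% of replicates reaching 50%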;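 note: plate controls were DMSO neutral control for no effect and GW8510 at 10 µM for full effect; many of its hits are not listed in these tables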
AddAB inh = growth inhibition of E. coli expressing H. pylori AddAB, primary screen, AddAB inhibitor project, absorbance | inhibition, % at 11.9 µM | hit rate 0.29% among 330,000; in the data active = inhibition above about 12%;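 note: 0% = vehicle wells of infected cells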
DAGLB inhibitor = DAGLB lipase inhibitors, primary screen, biochemical, fluorescence, HTS; HEK293T DAGLB membrane lysate, EnzChek fluorogenic substrate; inhibition, % at 5.17 µM; hit rate 0.059% among 340,000; in the data active = inhibition above about 34%;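 note: 0% = enzyme with vehicle and 100% = wells lacking enzyme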
Target sequence (Q8NCG7 whole entry, looked up): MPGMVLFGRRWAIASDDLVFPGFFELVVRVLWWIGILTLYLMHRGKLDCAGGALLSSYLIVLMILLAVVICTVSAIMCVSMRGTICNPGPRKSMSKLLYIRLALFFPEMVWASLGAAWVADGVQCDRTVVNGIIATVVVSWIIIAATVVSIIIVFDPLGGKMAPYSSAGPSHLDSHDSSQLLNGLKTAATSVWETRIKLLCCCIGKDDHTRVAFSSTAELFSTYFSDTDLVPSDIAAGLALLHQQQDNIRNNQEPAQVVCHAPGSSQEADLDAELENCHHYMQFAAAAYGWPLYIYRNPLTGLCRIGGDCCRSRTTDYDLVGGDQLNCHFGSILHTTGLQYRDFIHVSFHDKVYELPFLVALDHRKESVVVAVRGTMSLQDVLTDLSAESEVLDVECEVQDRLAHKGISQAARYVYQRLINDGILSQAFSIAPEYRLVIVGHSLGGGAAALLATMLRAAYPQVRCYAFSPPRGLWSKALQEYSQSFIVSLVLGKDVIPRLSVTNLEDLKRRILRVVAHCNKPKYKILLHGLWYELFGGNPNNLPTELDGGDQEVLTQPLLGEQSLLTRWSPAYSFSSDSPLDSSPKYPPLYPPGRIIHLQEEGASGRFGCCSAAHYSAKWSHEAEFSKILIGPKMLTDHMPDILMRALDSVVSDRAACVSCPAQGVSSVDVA
HTR5A ag = HTR5A agonists in luminescence cell assay, primary screen, counter-screen for OPRM1-OPRD1 heterodimer agonist project, full-deck HTS | 5-hydroxytryptamine receptor 5A (Homo sapiens), P47898 | cell-based | activation, % at 9.3 µM | hit rate 0.61% among 340,000; in the data active = activation mostly above about 9.5%, no sharp cut-off; inactive = mostly below about 7.6%;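 note: 0% = cells with vehicle only and 100% = reference agonist; strong numbers were not always called active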
PKA-R1A act = activators of PKA-R1A holoenzyme, primary screen, biochemical, fluorescence polarization, Cy5-IP20, bovine R1A, mouse PKAc; activation, % at 11.4 µM; hit rate 0.083% among 340,000; PKA-R1A dissociation; scaled: DMSO 0%, 113 µM cGMP 100%; cAMP-dependent protein kinase type I-alpha regulatory subunit (Bos taurus) + …;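 active = percent activation above the mean of all tested compounds plus 3 SD, cut at about 19% in these data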;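 note: higher means more PKAc released from R1A so a rise in polarization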
phage Ecoli inh = growth loss of phage-infected E. coli, primary screen, RecBCD inhibitor project, absorbance, with phage, HTS. hit rate 0.26% among 360,000. inhibition, % at 11.9 µM; in the data active = inhibition above about 11%
PKA-R2B act = activators of PKA-R2B holoenzyme, primary screen, biochemical, fluorescence polarization, Cy5-IP20, human; AID 504700, 2011; PKA-R2B holoenzyme dissociation; R2B truncated from residue 108, S112A mutant; 0% DMSO only, 100% 113 µM cGMP; hit rate 0.079% among 340,000; activation, % at 11.4 µM;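 active = activation above a cutoff set at the mean over all compounds plus 3 SD, cut at about 18% in these data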;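 note: higher means more holoenzyme dissociation and a rise in polarization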
Target sequence (P31323 whole entry, looked up, other chains not shown, the tested form may be a part): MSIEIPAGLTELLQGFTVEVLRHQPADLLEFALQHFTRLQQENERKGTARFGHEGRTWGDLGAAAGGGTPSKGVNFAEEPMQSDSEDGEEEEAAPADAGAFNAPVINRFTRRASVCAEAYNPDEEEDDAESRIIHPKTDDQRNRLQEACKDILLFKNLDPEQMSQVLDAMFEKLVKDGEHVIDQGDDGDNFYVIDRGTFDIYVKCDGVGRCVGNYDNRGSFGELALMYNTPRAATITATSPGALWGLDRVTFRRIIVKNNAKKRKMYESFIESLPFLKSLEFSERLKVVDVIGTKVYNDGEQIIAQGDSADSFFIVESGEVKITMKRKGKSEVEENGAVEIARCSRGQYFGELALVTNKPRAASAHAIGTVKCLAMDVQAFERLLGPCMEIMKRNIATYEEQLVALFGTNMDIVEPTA
E coli growth = E. coli V3065 growth inhibition, primary screen, counter-screen for AddAB inhibitor project, absorbance, OD600. 18 h. inhibition, % at 11.9 µM. hit rate 0.27% among 330,000;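 active = inhibition above the campaign's mean inhibition across all tested compounds plus 3 SD, cut at about 9.9% in these data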;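 note: uninfected addAB+ strain grown without phage in ampicillin broth; 0% = DMSO wells and 100% = ciprofloxacin 0.95 µg/ml wells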
SUMO Mot1 rescue = yeast Mot1-301 growth rescue at high temperature, primary screen, SUMOylation pathway inhibitor project, S. cerevisiae, ATP luminescence, 38.5C | S. cerevisiae Mot1-301 growth rescue; percent above DMSO median, 100 means doubled | growth rescue, % at 18.8 µM | hit rate 1% among 320,000 | AID 2716, 2010;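 active = every valid replicate shows activation above 250% relative to neutral control wells; inactive = the rest, any valid replicate at or below 250%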;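 note: OY570 slx delta 5 strain wells were the positive control but not used for scaling; some compounds called inactive have numbers as strong as hits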
Tat transport = E. coli Tat export inhibitors, primary screen, MC4100, TorA-mCherry reporter, fluorescence, single point; inhibition, % at 10 µM; hit rate 0.036% among 340,000;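 active = mean replicate inhibition at least 50% and at least half of replicates individually reaching 50%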;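 note: exported cargo escapes ClpAP degradation while cytoplasmic cargo is degraded and loses fluorescence; 0% = median of neutral control wells and 100% = median of NaSCN control wells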
Numbers without * were called inactive; . = not tested or not shown.

SMILES	HTR5A inv ctr	CDK5 inh	AddAB inh	DAGLB inhibitor	HTR5A ag	PKA-R1A act	phage Ecoli inh	PKA-R2B act	E coli growth	SUMO Mot1 rescue	Tat transport
COc1ccc(OC)c(/C=N/Nc2cc(C)nc(N3CCOCC3)n2)c1	.	1.0	1.0	.	.	.	0.9	.	0.1	-1	-7
COc1cccc(-c2nc(CS(=O)(=O)CC(=O)NCCCN3CCOCC3)c(C)o2)c1	1	-0.8	4.0	-1	-4	-9	2.0	-5	-0.3	63	-1
COc1ccc(S(=O)(=O)N(C)CC(=O)NCc2cccnc2)cc1C	10	1.3	-0.6	1	-3	9	1.5	2	-2.0	7	8
Cc1nn(CCCC(=O)NCCc2ccccc2)c(=O)c2nn(-c3ccccc3)c(C)c12	20	0.0	0.8	-2	0	-4	0.6	6	-2.5	-17	-1
CC(CNc1nc2ccc(Cl)cc2n2cnnc12)c1ccccc1 (stereo not given)	8	-2.3	-0.4	-4	-2	-3	2.3	-4	-2.0	-6	-5
Cn1c(N)c(C(=O)COC(=O)c2ccc3c(c2)C(=O)N(c2ccc(Cl)cc2)C3=O)c(=O)n(C)c1=O	13	-1.1	2.9	0	-2	-8	0.5	6	0.0	116	-3
CCOCCc1nnc(NC(=O)C2CC(=O)N(c3ccc(OCC)cc3)C2)s1 (stereo not given)	-8	0.4	4.8	-1	3	-1	1.7	3	1.5	-36	4
CCOc1ccc(N(CC(=O)N2CCOCC2)S(=O)(=O)c2ccc(SC)cc2)cc1	-1	-3.6	0.8	-4	0	-12	-1.0	5	-2.0	105	-3
COc1ccc(CN(C)C(=O)C(Cc2ccccc2)NC(=O)c2ccccc2)cc1F (stereo not given)	-18	0.3	.	1	-3	-11	1.2	-3	.	.	3
COc1ccc(S(=O)(=O)N(C)C)cc1NC(=O)COC(=O)C1CC1	11	-6.1	-0.8	0	-4	-2	0.5	-3	-0.8	5	7
COc1ccc(C(=O)c2coc3ccc(O)c(CN(C)C)c23)cc1	-21	-1.7	0.9	1	8	13	4.7	-4	-2.5	-16	-11
Cc1ccc(CN(CC(=O)N/N=C/c2ccco2)S(=O)(=O)c2ccc(C)cc2)cc1	3	-0.7	0.9	-2	0	-11	2.4	-5	-1.3	34	3
COc1ccc(CN(C)C(=O)c2ccc(NS(=O)(=O)c3ccc(C)c([N+](=O)[O-])c3)cc2)c(OC)c1OC	2	-1.7	3.8	0	1	-11	-1.9	-4	0.6	-1	0
Cc1ccc(Cn2c(NC(=O)c3ccco3)nc3ccccc32)cc1	3	-0.4	-1.3	0	-1	-2	-2.0	-7	-2.4	0	-9
COCCn1c(SCc2cccnc2)nnc1-c1c[nH]c2ccccc12	0	1.0	-3.4	-3	-2	-6	-1.8	2	2.4	-6	-2
CSc1ccccc1NC(=O)C1=CC(c2cccs2)=NS(=O)(=O)N1C	-19	-1.3	-0.3	-2	4	6	0.1	8	-3.7	5	2
CC1CCCN(C(=O)CSc2cnc3ccccc3n2)C1 (stereo not given)	4	4.4	1.6	-1	0	5	1.5	-9	1.5	-22	-2
Cc1nc2cc(F)ccc2n1C1CCN(S(=O)(=O)c2ccccc2)CC1	-19	-1.3	2.9	1	7	-7	1.4	0	1.4	-7	-1
Cc1ccc(C)c(NC(=O)C2CC3CCC2C3)c1 (stereo not given)	-6	-0.2	4.3	-2	-5	-17	0.1	-4	-0.2	-21	-7
COc1ccc(C(=O)Nc2c(C)csc2C(=O)O)cc1	.	-1.1	1.1	.	.	.	2.2	.	0.5	-3	4
CCn1cc(C(=O)Nc2ccc3c(c2)OCCO3)c2cc(OC)c(OC)cc2c1=O	-21	-2.4	-1.0	2	7	-3	2.5	-4	1.6	2	1
CC1Cc2ccccc2N1C(=S)Nc1cccc(S(=O)(=O)N(C)C)c1 (stereo not given)	5	-2.4	1.6	0	-2	-12	1.4	-2	-0.8	7	-11
O=C1CSc2ccc(S(=O)(=O)NCc3ccccc3)cc2N1	18	4.1	3.4	2	2	-10	3.0	-3	1.7	-3	-5
COc1cccc(C2Nc3ccccc3NC3=C2C(=O)CC(C)(C)C3)c1OC (stereo not given)	-9	0.4	1.0	-1	1	-4	1.2	0	-1.0	-11	7
CC1=NN(c2cc(Cl)c(S(=O)(=O)O)cc2Cl)C(=O)C1	-16	-1.6	.	-5	4	-4	2.4	-5	.	.	-6
CCOc1cc(NC(=S)NCC2CCCO2)c(OCC)cc1NC(=O)c1ccccc1 (stereo not given)	-1	0.8	-0.3	3	2	6	-0.9	-5	-1.0	190	-1
CCOC(=O)N1CCN(S(=O)(=O)CCNC(=O)c2ccc(F)cc2)CC1	-20	-0.4	-1.7	-1	7	-2	0.8	-9	-0.3	2	3
Cc1cccc(-n2nc3c(c2NC(=O)c2ccco2)CSC3)c1C	-14	0.2	-1.4	4	1	-3	3.0	-8	-0.7	-11	3
O=C(C1=C[C@@H](C2CCCCC2)C[C@@H](OCc2ccc(CO)cc2)O1)N1CCOCC1	13	-4.5	-0.1	2	-5	3	0.3	-1	-1.0	232	-1
CS(=O)(=O)c1ccc(Cl)c(NC(=O)c2cc(S(=O)(=O)N3CCOCC3)ccc2N2CCCC2)c1	-33	-0.3	0.9	-5	12	1	-1.0	-17	1.1	-10	1
CCC1(c2ccc(C)cc2)NC(=O)N(C(C)C(=O)Nc2ccc(N3CCOCC3)cc2)C1=O (stereo not given)	-21	-1.5	2.7	-7	1	-12	1.3	-10	0.9	21	0
Cn1nc(C(=O)NCCc2ccc(S(N)(=O)=O)cc2)c2c1-c1ccccc1S(=O)(=O)C2	-8	2.1	2.0	0	2	-2	1.9	-1	-2.4	9	-6
Cc1cc(C)c(NC(=O)COC(=O)C2=COCCO2)c(Cl)c1	-30	0.0	-1.5	0	4	-6	3.6	-4	-0.3	22	1
Cc1cc(NC(=S)N(CCCN2CCOCC2)Cc2ccco2)ccc1Cl	-35	0.5	4.2	-1	3	-8	1.1	-1	2.1	-12	9
COc1ccc(Br)cc1CN1CCCC(C(=O)N2CCCCC2)C1 (stereo not given)	-4	-0.9	0.6	1	1	-5	-1.6	-4	-1.3	-1	-7
COc1cc(C)c(NC(=O)c2cccc(S(=O)(=O)N3CCCC3)c2)cc1OC	2	-5.2	1.0	3	-1	5	-1.4	-7	-0.4	170	34
O=C(N/N=C/c1ccc([N+](=O)[O-])cc1)c1cccc(N2CCCC2=O)c1	8	-2.1	1.6	0	0	-10	0.8	-4	5.3	-1	-9
CCOP(=O)(OCC)C(NC(=O)c1cccs1)c1ccccc1 (stereo not given)	-2	0.5	3.6	1	3	2	-0.5	8	-2.5	-8	1
Cc1ccc(N(CC(=O)NCC2CCCO2)S(=O)(=O)c2ccc(Cl)cc2)cc1C (stereo not given)	3	-0.2	4.2	-1	-1	0	-0.5	9	-0.1	-8	0
CCC(=O)N1CN(S(=O)(=O)c2ccc(C)cc2)CC1C (stereo not given)	10	-1.1	1.7	-1	-2	9	4.2	-2	0.1	308	-4
CCCCCN(C(=O)CSc1n[nH]c(-c2ccc(C)cc2)n1)c1c(N)n(CCCC)c(=O)[nH]c1=O	-23	-0.2	-2.0	4	9	-8	1.7	2	-1.8	-1	-9
O=C(NCCCn1ccnc1)C(=O)NCC1OCCN1S(=O)(=O)c1ccccc1 (stereo not given)	10	-2.1	3.8	-1	2	-16	4.4	-4	-0.7	182	-11
Cc1c(NC(=O)C(C)OC(=O)CCc2c[nH]c3ccccc23)c(=O)n(-c2ccccc2)n1C (stereo not given)	18	-1.2	0.2	0	-7	-9	5.6	-9	-0.2	-18	-3
Cc1ccc(OCC(=O)OCC(=O)c2c(N)n(C)c(=O)n(C)c2=O)cc1C	-2	0.3	3.8	-1	2	4	2.0	-6	-0.8	3	-9
C=CCNC(=O)c1onc(CSc2ccc(F)c(F)c2)c1C(=O)NCC=C	-6	-2.6	0.6	-4	13*	5	3.5	-8	-3.0	-3	5
Cc1ccc(C(=O)c2cn[nH]c2-c2ccccc2O)cc1	4	0.7	2.3	2	-1	0	2.1	-3	1.2	-18	-13
CSc1nc2ccc(NC(=O)c3ccco3)cc2s1	-4	-0.7	4.5	-2	6	2	3.0	-15	0.3	101	11
O=C(O)CCCSCC(=O)Nc1ccccc1	-12	-5.8	-0.1	0	2	-5	1.1	-1	-0.7	293	9
CC1=CC2C(C(O)CC3(C)C2CC(C)C32OCOC23COCO3)C2(C)C/C(=C\O)C(=O)C=C12 (stereo not given)	-120	0.5	.	10	31*	-1	3.6	-7	.	.	-3
CCCC(=O)Nc1ccc(NC(=O)c2cc3ccccc3o2)c(OC)c1	-25	-0.6	0.7	-2	9	0	-0.2	-1	-3.7	-20	6
O=C(CCS(=O)(=O)c1cccc2nonc12)N1CC(=O)N(CCc2ccccc2)C(=O)C1	11	-0.7	0.9	-1	-1	4	3.1	-7	-0.9	-6	-11
CCOC(=O)c1c(C)[nH]c(N=Nc2ccccc2Cl)c1C	9	-0.4	0.6	4	-3	2	-2.0	5	-0.3	.	7
CCCOC(=O)c1[nH]c2c(c1C)C(=O)CC(c1cc(OC)c(OC)c(OC)c1)C2 (stereo not given)	-5	0.1	5.3	-2	2	1	1.5	4	-1.6	-4	0
CN(Cc1ccccc1)C(=O)c1ccc(NC(=O)C2=CSCCO2)cc1	9	-1.4	4.2	0	-2	-10	1.3	-3	3.6	202	-1
Cc1ccc(CCNC(=O)C2CCCN2S(=O)(=O)c2ccc3c(c2)CCC(=O)N3)cc1 (stereo not given)	-9	0.1	-1.1	0	3	-13	.	9	1.4	8	-5
COc1cc(C(=O)OC2CCCCC2=O)cc(OC)c1C (stereo not given)	-19	0.2	1.5	0	0	2	3.1	-2	-0.4	-2	-2
C[C@H](CO)N1C[C@H](C)[C@@H](CN(C)Cc2ccc(Oc3ccccc3)cc2)Oc2c(NS(=O)(=O)c3cn(C)cn3)cccc2C1=O	-5	0.3	0.2	-1	-1	5	0.5	10	-2.2	17	6
O=S(=O)(c1cccc2cccnc12)N1CCCc2ccccc21	-3	1.6	1.4	1	1	5	0.0	-3	2.0	-10	1

Shown as labelled records: two of the compounds above.
> COc1cc(C(=O)OC2CCCCC2=O)cc(OC)c1C (stereo not given)
  HTR5A inv ctr: -19
  CDK5 inh: 0.2
  AddAB inh: 1.5
  DAGLB inhibitor: 0
  HTR5A ag: 0
  PKA-R1A act: 2
  phage Ecoli inh: 3.1
  PKA-R2B act: -2
  E coli growth: -0.4
  SUMO Mot1 rescue: -2
  Tat transport: -2
> C[C@H](CO)N1C[C@H](C)[C@@H](CN(C)Cc2ccc(Oc3ccccc3)cc2)Oc2c(NS(=O)(=O)c3cn(C)cn3)cccc2C1=O
  HTR5A inv ctr: -5
  CDK5 inh: 0.3
  AddAB inh: 0.2
  DAGLB inhibitor: -1
  HTR5A ag: -1
  PKA-R1A act: 5
  phage Ecoli inh: 0.5
  PKA-R2B act: 10
  E coli growth: -2.2
  SUMO Mot1 rescue: 17
  Tat transport: 6
